hIAP inh: human IAP inhibitors, primary screen, biochemical, luminescence, uHTS | hit rate 0.12% among 330,000 | Intestinal-type alkaline phosphatase (Homo sapiens), P09923 | inhibition, % at 10 µM | purified IAP, CDP-Star luminescence, 30 min;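 active = inhibition reaching a set limit with compound at 10 µM in the primary screen, cut at about 35% in these data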;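 note: plate controls were DMSO wells with enzyme for no effect and no-enzyme buffer wells for full effect; values of inactives mirror those of a sister screen read the other way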
Target sequence (P09923 whole entry, looked up): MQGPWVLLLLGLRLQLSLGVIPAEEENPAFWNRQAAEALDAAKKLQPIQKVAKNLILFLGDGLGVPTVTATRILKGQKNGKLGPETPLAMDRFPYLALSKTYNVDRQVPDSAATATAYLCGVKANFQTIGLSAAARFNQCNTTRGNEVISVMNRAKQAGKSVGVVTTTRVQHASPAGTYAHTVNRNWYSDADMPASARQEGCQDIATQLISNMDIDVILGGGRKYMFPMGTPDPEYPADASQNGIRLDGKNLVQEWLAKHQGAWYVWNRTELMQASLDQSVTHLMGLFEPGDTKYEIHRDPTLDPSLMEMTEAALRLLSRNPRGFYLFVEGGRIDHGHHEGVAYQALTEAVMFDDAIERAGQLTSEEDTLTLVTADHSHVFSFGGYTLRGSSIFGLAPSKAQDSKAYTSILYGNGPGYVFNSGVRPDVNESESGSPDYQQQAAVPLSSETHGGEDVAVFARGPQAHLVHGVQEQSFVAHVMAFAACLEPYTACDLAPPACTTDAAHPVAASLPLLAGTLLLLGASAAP
mIAP activ: activators of mouse IAP, primary screen, biochemical, luminescence, uHTS; hit rate 0.24% among 330,000; muIAP, CDP-Star luminescence, 30 min; active compounds read high; 1 = vehicle-only enzyme signal, 0 = enzyme-free wells; activation factor at 10 µM; intestinal alkaline phosphatase [Mus musculus];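 active = activation factor of at least 2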; note: the source names both 10 and 20 µM as test concentration; values of inactives mirror those of a sister screen read the other way
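Assay system: mouse IAP enzyme; Reagent: CDP-Star chemiluminescent phosphatase substrate; Compound: DMSO-dissolved test compounds; Incubation: 30 min, room temperature; Technique: luminescence from enzymatic CDP-Star hydrolysis; Controls: DMSO-only wells and no-enzyme negative control.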
NLRP3 yeast inh: NALP3 inflammasome inhibitors in reconstituted yeast, primary screen, luminescence, uHTS; AID 2825, 2010; inhibition, % at 10 µM; Yeast reconstituted NLRP3/ASC/caspase-1, beta-gal luminescence, 24 h; hit rate 0.39% among 330,000;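 active = inhibition of 50% or more; inactive = inhibition below 50%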;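 note: plate controls were induced DMSO wells for no effect and uninduced yeast grown without galactose for full effect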
Apaf-1 inh: inhibitors of human Apaf-1 apoptosome, primary screen, biochemical, DEVD-Rh110 fluorescence, uHTS. Apoptotic protease-activating factor 1 (Homo sapiens), O14727. reconstituted apoptosome caspase-3 activity. inhibition, % at 20 µM. hit rate 0.71% among 330,000; active = inhibition of at least 40% at 20 µM;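 note: plate controls were DMSO wells for no effect and DEVD-CHO caspase inhibitor wells for full effect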
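Material: biochemical Apaf-1 apoptosome reconstitution. Medium: Hepes buffer, pH 7.5. Also added: cytochrome c activation, bis-DEVD rhodamine 110 substrate. Timing: 30 min compound preincubation, 50 min activation, room temperature. Measured by: rhodamine 110 fluorescence at Ex 480/Em 540 nm.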
hIAP activ: human IAP activators, primary screen, biochemical, luminescence, uHTS. Intestinal-type alkaline phosphatase (Homo sapiens), P09923. purified human IAP, CDP-Star luminescence, 30 min; active compounds read high; 1 = vehicle-only enzyme, 0 = enzyme-free background. activation factor at 10 µM. hit rate 0.16% among 330,000. AID 2524, 2010;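 active = activation factor of the enzyme at least 2-fold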; note: the source names both 10 and 20 µM as test concentration; values of inactives mirror those of a sister screen read the other way
tim10-1 inh: growth inhibitors of tim10-1 mutant yeast, primary screen, luminescence, uHTS; S. cerevisiae tim10-1 ts strain growth, BacTiter-Glo, 24 h; inhibition, % at 20 µM; hit rate 2.2% among 330,000; AID 463190, 2010;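 active = inhibition of at least 40%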;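 note: mutant grown at 25 °C; 0% = DMSO wells with yeast and 100% = wells holding no yeast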
mIAP block: inhibitors of mouse IAP, primary screen, biochemical, luminescence, uHTS. purified mouse IAP, CDP-Star luminescence, 30 min. intestinal alkaline phosphatase [Mus musculus]. inhibition, % at 10 µM. AID 2806, 2010. hit rate 0.2% among 330,000;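 active = inhibition of at least 40% at 10 µM in the primary screen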;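 note: plate controls were DMSO with enzyme for no effect and no enzyme wells for full effect; values of inactives mirror those of a sister screen read the other way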
TIM10 inh: growth inhibitors of isogenic TIM10 control yeast, primary screen, counter-screen for tim10-1 yeast inhibitor project, luminescence, uHTS. S. cerevisiae TIM10 strain growth, BacTiter-Glo luminescence, 24 h. inhibition, % at 10 µM. hit rate 1.4% among 330,000;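 active = inhibition of 40% or more at the single tested concentration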;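 note: wild-type TIM10 isogenic control strain grown at permissive 25 °C; 0% = DMSO yeast wells and 100% = minimal medium wells without yeast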
ATG4B inhibitor: ATG4B protease inhibitors, primary screen, biochemical, fluorescence, uHTS | AID 504462, 2011 | Cysteine protease ATG4B (Homo sapiens), Q9Y4P1 | ATG4B cleavage of LC3-PLA2, NBD-HPC fluorescence, 1 h | hit rate 0.51% among 340,000 | inhibition, % at 8.33 µM; in the data active = inhibition above about 40%
Target sequence (Q9Y4P1 whole entry, looked up): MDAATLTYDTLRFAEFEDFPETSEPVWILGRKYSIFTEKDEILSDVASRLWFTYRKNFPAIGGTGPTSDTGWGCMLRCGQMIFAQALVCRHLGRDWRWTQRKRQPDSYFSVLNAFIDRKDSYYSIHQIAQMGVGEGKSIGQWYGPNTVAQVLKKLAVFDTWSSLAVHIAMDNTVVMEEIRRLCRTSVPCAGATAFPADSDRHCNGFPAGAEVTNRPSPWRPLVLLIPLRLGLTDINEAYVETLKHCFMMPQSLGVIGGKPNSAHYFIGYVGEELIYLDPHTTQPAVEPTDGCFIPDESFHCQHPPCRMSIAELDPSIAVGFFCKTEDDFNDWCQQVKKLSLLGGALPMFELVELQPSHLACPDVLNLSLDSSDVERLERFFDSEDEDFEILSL
* marks the source's active call; other numbers are inactive results; . = not tested or not shown.

SMILES	hIAP inh	mIAP activ	NLRP3 yeast inh	Apaf-1 inh	hIAP activ	tim10-1 inh	mIAP block	TIM10 inh	ATG4B inhibitor
CCc1nnc(NC(=O)CSc2n[nH]c(-c3ccccc3O)n2)s1	-96	0.8	5	8	2	-4	20	-2	-4
COc1ccc(-c2csc(Nc3ccc(C)cn3)n2)cc1	8	0.98	-5	-4	0.92	24	2	14	-14
CCOc1cc(/C=N/NC(=O)c2cc(-c3cccc(OC)c3)nc3ccccc23)ccc1O	14	0.91	0	18	0.86	6	9	10	-24
CC/C(=N\NC(=S)Nc1cccc(C)c1)c1ccccc1	-24	0.91	44	10	1.2	60*	9	48*	-10
Cc1c(Cl)cnc(NC(=O)COC(=O)CNC(=O)c2ccccc2)c1Cl	0	0.99	15	0	1	-8	1	0	7
CSc1c2c(nc3ncnn13)CCC2	-15	1.1	7	-4	1.2	-18	-13	-9	10
COc1ccc(C(=O)NCC(=O)OCC(=O)NCCC2=CCCCC2)cc1	-3	1.1	-8	-4	1	17	-6	-2	-10
COc1cc(S(=O)(=O)Nc2cccc(C)c2)ccc1N=Cc1c(C)[nH]n(-c2ccccc2)c1=O	3	1	7	12	0.97	7	-5	-1	.
CCOC(=O)c1ccccc1NC(=O)COc1cc(=O)n(CC)c2ccccc12	-10	0.98	19	16	1.1	13	2	19	-10
CC(=O)N1c2c(cc(Br)cc2S(=O)(=O)N2CCCCC2)CC1C (centres undefined)	7	0.91	2	9	0.93	11	9	1	-5
COCCn1c(SCC(=O)N2CCCCCC2)nc2c([nH]c3ccccc32)c1=O	2	1.1	11	7	0.98	-8	-7	5	4
COc1ccc(N2CC(C(=O)Nc3c4c(nn3-c3ccccc3)CS(=O)(=O)C4)CC2=O)cc1 (centres undefined)	-14	0.98	10	-9	1.1	-17	2	0	-5
CC(=O)NC(CC(=O)NCCOc1ccccc1F)c1ccccc1 (centres undefined)	-4	0.97	18	-4	1	-13	3	11	-19
CCOC(=O)c1[nH]c2ccc(Cl)cc2c1NC(=O)c1nonc1C	12	0.98	-2	-16	0.88	0	2	1	5
COc1cc(OC)cc(C(=O)NCc2cccnc2)c1	25	1	5	-4	0.75	-4	-4	-4	-2
COC(=O)c1cc(Cl)c(NC(=O)/C=C/c2ccc(OC)cc2)cc1OC	-7	0.97	16	3	1.1	12	3	-27	5
O=C(c1ccccc1)N1CCN=C1SCc1ccc([N+](=O)[O-])cc1	10	0.89	-14	1	0.9	15	11	2	0
O=C(CSc1nc(-c2ccccc2)ns1)N1CCOCC1	-4	0.82	7	0	1	5	18	-12	-11
CCCCn1c(C)nc2c(=O)n(C)c(=O)[nH]c21	12	0.93	-6	1	0.88	7	7	7	-4
Cc1onc(C(=O)NCc2ccccn2)c1[N+](=O)[O-]	4	0.97	1	-19	0.96	2	3	6	-2
CCN(CC)S(=O)(=O)c1cc(NC(=O)Cc2n[nH]c(=O)c3ccccc23)ccc1C	10	1	10	-19	0.9	1	-5	1	-6
CCNC(=O)N1CCNC(=O)C1CC(=O)Nc1ccc(C(=O)OCC)cc1 (centres undefined)	5	1	20	3	0.95	4	-4	4	-5
C=CCN1C(=NC(=O)COc2ccc(Cl)cc2)SC2CS(=O)(=O)CC21 (centres undefined)	23	1.1	-6	4	0.77	4	-5	-7	-11
COc1ccc(-c2ccc3nnc(SCC(=O)NCC4CCCO4)n3n2)cc1 (centres undefined)	8	0.98	9	5	0.92	11	2	2	-4
CCCCNc1c(-c2cccc(-c3ccc(OC)cc3)c2)nc2cc(C)ccn12	-27	1.1	31	37	1.3	5	-10	36	23
CCN1CCN(c2nc(Nc3ccc(C)c(C)c3)nc(N)c2[N+](=O)[O-])CC1	-17	0.86	10	-5	1.2	13	14	6	-4
CCC(CO)NCc1sccc1C (centres undefined)	12	0.86	3	-16	0.88	3	14	-4	-7
Cc1cc[n+](Cc2ccccc2)c(N)c1	-25	1.1	10	3	1.2	-3	-5	3	8
O=C(Nc1oc2ccc(Cl)cc2c(=O)c1-c1ccc(F)cc1)c1ccco1	-16	0.92	3	-15	1.2	29	8	18	8
Cc1cccc(N2CCN(S(=O)(=O)c3cn(C)cn3)CC2)c1C	-53	1.1	-3	7	1.5	1	-6	3	3
C=CCN1C=C/C(=C\C=C(C#N)C#N)c2ccccc21	13	0.76	13	22	0.87	37	24	39	8
Cc1cc(OCc2ccc(C(=O)Nc3ccc(C(=O)O)cc3)o2)ccc1Cl	-9	1	2	9	1.1	19	-2	-2	6
NC(=O)Cn1nc([N+](=O)[O-])nc1Oc1ccccc1F	-19	0.95	12	-3	1.2	2	5	-14	2
Cc1ccccc1C(=O)NC(CC(C)C)C(=O)Nc1ccc(S(N)(=O)=O)cc1 (centres undefined)	1	1	13	1	0.99	9	-3	10	-5
Cc1cccc(-n2c(SCC(=O)NCC3CCCO3)nc3ccccc3c2=O)c1C (centres undefined)	0	1.1	12	24	1	1	-13	4	13
O=C(CSc1nnc(C2COc3ccccc3O2)o1)N1CCCCC1 (centres undefined)	5	0.85	14	-7	0.95	22	15	8	-1
CCCCc1nc2cc(Cl)ccc2o1	1	1	27	-9	0.99	4	-3	-11	-2
Cc1sc2nc(SC(C)C)nc(N)c2c1C	-19	1.1	2	2	1.2	-1	-12	-4	1
COc1ccc(CCNC(=O)CSc2nc3[nH]ncc3c(=O)[nH]2)cc1OC	-8	0.94	-16	-22	1.1	2	6	6	-4
O=C(NNC(=O)c1ccccc1[N+](=O)[O-])c1ccccc1[N+](=O)[O-]	-11	1.1	1	-13	1.1	4	-11	-21	11
COc1ccccc1NC(=O)C(=O)N(c1cccnc1)C(C(=O)NC(C)(C)C)c1ccccc1F (centres undefined)	10	1.1	24	1	0.9	9	-6	13	-9
N#C/C(=C\c1ccccc1)C(=O)N1CCC(C(N)=O)CC1	2	1	4	4	0.97	4	-3	-14	-8
CN1C(=O)c2c(sc3c2CCCC3)NC1c1ccccc1O (centres undefined)	-23	0.95	18	10	1.2	24	5	6	.
COc1ccc(CN=C(Nc2ccccc2)SC2CC(=O)NC2=O)cc1 (centres undefined)	-2	0.98	7	-1	1	9	2	-2	-9
CCOC(=O)C1/C(=N\O)CC(C)(O)C(C(=O)OCC)C1c1ccc(N(C)C)cc1 (centres undefined)	-4	0.97	-4	10	1	27	2	2	-4

Entries of single compounds, quoted from the list:
Shown for C=CCN1C=C/C(=C\C=C(C#N)C#N)c2ccccc21 = hIAP inh = 13; mIAP activ = 0.76; NLRP3 yeast inh = 13; Apaf-1 inh = 22; hIAP activ = 0.87; tim10-1 inh = 37; mIAP block = 24; TIM10 inh = 39; ATG4B inhibitor = 8
Shown for O=C(NNC(=O)c1ccccc1[N+](=O)[O-])c1ccccc1[N+](=O)[O-] = hIAP inh = -11; mIAP activ = 1.1; NLRP3 yeast inh = 1; Apaf-1 inh = -13; hIAP activ = 1.1; tim10-1 inh = 4; mIAP block = -11; TIM10 inh = -21; ATG4B inhibitor = 11

The listing continues.
SMILES	hIAP inh	mIAP activ	NLRP3 yeast inh	Apaf-1 inh	hIAP activ	tim10-1 inh	mIAP block	TIM10 inh	ATG4B inhibitor
CCCCNC(=O)CN(CCc1ccccc1)S(C)(=O)=O	20	0.91	5	-20	0.81	9	9	1	-7
NS(=O)(=O)c1ccc(NC(=O)CSC2CCCCC2)cc1	2	0.97	1	1	0.98	5	2	6	0
O=C(CCN1C(=O)C2C3C=CC(C3)C2C1=O)Nc1nccs1 (centres undefined)	-11	1.2	3	0	1.1	12	-18	2	-9
COC(=O)[C@@]1(Cc2ccccc2)[C@H]2C(=O)N(Cc3ccccc3)C(=O)[C@H]2[C@H]2CN=C(SCc3ccc(Cl)cc3)N21	.	1	.	21	.	22	-3	5	4
O=C(COc1ncnc2ccccc12)N1CCN(c2ccccc2)CC1	2	0.88	10	-5	0.98	0	12	-6	-6
Cc1cc(=O)[nH]c(N/N=C/c2ccc(O)c(O)c2)n1	-26	0.57	18	5	1.3	6	43*	-10	2
CC(=O)Nc1sc2c(c1C(N)=O)CCN(Cc1ccccc1)C2	6	1.2	-15	-13	0.94	4	-21	0	-276
Cc1cc(C(=O)Nc2cccc3ccccc23)n(-c2ccccc2)n1	-26	0.97	8	10	1.3	40	3	11	-3
c1ccc(-c2nc3ccccc3nc2-c2ccccn2)nc1	-5	0.98	6	-13	1.1	25	2	2	-2
Cc1cc(C)c(S(=O)(=O)N(C2=NCCS2)S(=O)(=O)c2c(C)cc(C)cc2C)c(C)c1	-7	0.92	-4	8	1.1	5	8	-16	-13
COc1ccc(CC(=O)N/N=C/C=C/c2cccc([N+](=O)[O-])c2)cc1OC	-18	1.1	19	-13	1.2	7	-6	11	-11
CC(C)c1nc2sc(C(=O)O)c(N)c2c2c1CCCC2	-7	0.95	4	3	1.1	10	5	2	7
Cc1cc(=O)oc2cc(OCC(=O)N/N=C/c3ccccc3[N+](=O)[O-])ccc12	-5	0.85	20	-4	1	-7	15	6	15
CCOC(=O)c1c(-c2cccs2)csc1NC(=O)CSc1ncn[nH]1	-4	1	-8	13	1	22	0	1	-6
CCN(CCO)c1nc(NCc2ccccc2)c2cnn(C)c2n1	-12	1.1	5	0	1.1	33	-10	-4	-2
O=c1oc2ccccc2c(Nc2ccccc2)c1CN1CCCCC1	4	1.1	-5	6	0.96	-22	-8	-7	19
COc1ccc(NC(=O)Nc2nc3c(s2)CCCC3)cc1	-2	1.1	6	16	1	20	-11	24	-4
CC(=O)NC1=NN(C(C)=O)C(C)(CCS(=O)(=O)c2ccc(Cl)c(Cl)c2)S1 (centres undefined)	-11	1	-10	0	1.1	7	-4	-12	0
CC(C)c1ccc(C2NC(=O)NC3=C2CCc2ccccc23)cc1 (centres undefined)	3	0.97	5	15	0.97	23	3	22	13
Cc1ccc(-n2nnc3c(=O)n(CC(=O)NCc4ccco4)cnc32)cc1	5	1	-10	1	0.95	-3	0	-9	-20
COc1cc(NC(=O)CCCNC(=O)Cn2cnc3sc(C)c(C)c3c2=O)cc(OC)c1OC	11	1	18	-2	0.89	11	-2	-18	0
COc1ccc(NC(=O)COC(=O)C2CC(=O)N(Cc3ccc(C)cc3)C2)cc1 (centres undefined)	-5	0.98	17	-2	1	-5	2	15	-8
O=C/C(=C\Nc1ccc(S(=O)(=O)CCO)cc1)c1nc2cc(Cl)ccc2o1	-48	1.1	9	3	1.5	11	-7	18	-19
COc1ccc(C(C)=O)cc1CSCC(=O)O	9	0.99	16	-3	0.91	-8	1	-5	0
O=C(NCCc1ccco1)c1cc(COc2cccc(C(F)(F)F)c2)on1	-4	0.9	10	15	1	36	10	15	6
